Screening results deposited in PubChem by The Scripps Research Institute Molecular Screening Center.
ASAP1 GAP inh – blocks human ASAP1-stimulated Arf1 GTP hydrolysis; Q9ULH1; inhibition, % at 16.5 µM; 360,000 compounds, 0.19% hits; GDP FP detection; in the data active means inhibition above about 25%;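 further: 0% = vehicle with enzyme and substrate and 100% = no enzyme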
Tn6 DDE FP – disrupts Tn6 cyclic peptide binding to fibrin D-Dimer-E complex; inhibition, % at 8.3 µM; 370,000 compounds, 0.21% hits; AID 720509; P02675; Fibrin DD(E) TRITC-Tn6 fluorescence polarization displacement;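 active means inhibition above a per-campaign cutoff: mean of compounds within control limits plus 3 SD, cut at about 15% in these data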;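 further: 0% = median of all compound wells on the plate and 100% = blocking peptide control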
Target sequence (P02675 whole entry, looked up): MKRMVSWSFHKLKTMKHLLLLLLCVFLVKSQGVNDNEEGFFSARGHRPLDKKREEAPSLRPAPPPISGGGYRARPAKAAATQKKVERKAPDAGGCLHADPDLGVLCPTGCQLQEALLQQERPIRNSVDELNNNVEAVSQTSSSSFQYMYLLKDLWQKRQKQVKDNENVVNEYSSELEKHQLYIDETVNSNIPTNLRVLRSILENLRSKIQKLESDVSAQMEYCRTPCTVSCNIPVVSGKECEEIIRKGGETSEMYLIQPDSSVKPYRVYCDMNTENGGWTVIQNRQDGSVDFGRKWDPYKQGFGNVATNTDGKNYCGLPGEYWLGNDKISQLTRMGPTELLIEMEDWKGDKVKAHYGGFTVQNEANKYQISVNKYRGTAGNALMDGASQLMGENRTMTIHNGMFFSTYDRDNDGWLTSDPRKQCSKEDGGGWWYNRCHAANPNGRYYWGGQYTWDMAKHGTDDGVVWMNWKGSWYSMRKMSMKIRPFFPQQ
ARFGAP1 inh – inhibits rat ARF GTPase activating protein 1. Arfgap1-stimulated ARF1 GTP hydrolysis, GDP FP detection. 360,000 compounds, 0.26% hits. inhibition, % at 16.5 µM;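 active means inhibition above a per-plate limit, mean inhibition of low control wells plus 3 SD, cut at about 25% in these data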;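 further: 0% = DMSO wells with enzyme and 100% = wells lacking Arfgap1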
Target sequence (Q62848 1-136 limits assumed): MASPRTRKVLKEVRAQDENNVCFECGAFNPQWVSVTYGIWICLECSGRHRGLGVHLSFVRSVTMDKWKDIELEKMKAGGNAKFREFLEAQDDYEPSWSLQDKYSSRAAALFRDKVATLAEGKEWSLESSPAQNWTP
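Assay system: purified rat His6-Arfgap1 residues 1-136 (GAP domain); Reagent: human Δ17 ARF1 bound to GTP; Dosing: 16.5 µM single point, 1.26% DMSO; Times: GTP hydrolysis reaction 2 h at 25 °C; Signal: FP, GDP Alexa 633 tracer displaced from anti-GDP antibody, 620/688 nm; Measure: % inhibition from polarization.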
DDE Tn7 FP inh – disrupts Tn7 cyclic peptide binding to fibrin D-Dimer-E complex. P02675. 370,000 compounds, 0.13% hits. FP displacement of FITC-Tn7 peptide from fibrin DD(E); 0% = median of compound wells per plate. inhibition, % at 8.3 µM;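 active means inhibition above the mean of compounds falling within the control limits plus 3 SD of them, cut at about 14% in these data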;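 further: 0% = plate median of compound wells and 100% = 10 µM Aha-Tn7 peptide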
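Test system – human fibrin DD(E) · Times – 10 min preincubation, 3 h with tracer, room temperature · Detection – fluorescence polarization of the labelled Tn7 tracer · Measure – percent inhibition normalized to high-control wells · Benchmarks – high control wells with 10 µM unlabelled Aha-Tn7 peptide (full inhibition) · Repeats – singlicate testing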
PLCg1 inh – inhibitors of human phospholipase C gamma1; purified PLC-gamma1, fluorogenic substrate, fluorescence; inhibition, % at 12.2 µM; 370,000 compounds, 0.84% hits; in the data active means inhibition above about 9.5%
UHRF1 binding – UHRF1 methyl-DNA binding inhibition. UHRF1 binding to methylated oligo, TR-FRET. inhibition, % at 4.4 µM. 370,000 compounds, 0.75% hits; in the data active means inhibition above about 21%;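 further: UHRF1 SRA domain binding a hemimethylated CpG hairpin DNA probe; 0% = median of test compound wells and 100% = reference inhibitor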
PLCb3 inh – inhibitors of human phospholipase C beta3; inhibition, % at 12.2 µM; Purified PLC-beta3, fluorogenic substrate, fluorescence; 370,000 compounds, 0.18% hits; Q01970; in the data active means inhibition above about 11%;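 further: 0% = median of compound wells on plate and 100% = full blocker control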
KLK7 zymogen act – activators of human kallikrein-7 zymogen | 370,000 compounds, 0.9% hits | purified proKLK7, EDANS-DABCYL substrate fluorescence; 100% is mature enzyme control, 0% vehicle | activation, % at 7 µM | AID 652039;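 active means activation above the mean of all tested compounds plus 3 SD, computed per campaign excluding outliers beyond control limits, cut at about 13% in these data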
MBD2 inh – blocks human MBD2 binding to methylated DNA; TR-FRET, MBD2 binding to methylated oligonucleotide; inhibition, % at 4.4 µM; 370,000 compounds, 0.31% hits; in the data active means inhibition above about 13%
Target sequence (Q9UBB5 whole entry, looked up): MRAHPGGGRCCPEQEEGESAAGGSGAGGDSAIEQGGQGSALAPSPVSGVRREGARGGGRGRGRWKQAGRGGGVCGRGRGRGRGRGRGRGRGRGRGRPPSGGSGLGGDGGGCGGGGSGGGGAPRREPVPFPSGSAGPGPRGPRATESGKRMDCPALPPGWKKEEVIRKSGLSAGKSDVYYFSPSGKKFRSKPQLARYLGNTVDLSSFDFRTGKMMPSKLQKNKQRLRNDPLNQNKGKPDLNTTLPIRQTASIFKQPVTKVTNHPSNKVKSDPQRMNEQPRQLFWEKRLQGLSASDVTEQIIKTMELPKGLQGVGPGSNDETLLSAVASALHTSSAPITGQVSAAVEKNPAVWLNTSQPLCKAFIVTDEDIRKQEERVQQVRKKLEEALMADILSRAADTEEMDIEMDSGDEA
ADAM17 inh – inhibits human ADAM17; recombinant ADAM17, EDANS/DABCYL FRET peptide cleavage; inhibition, % at 6.95 µM; AID 720648; 370,000 compounds, 0.83% hits;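 active means inhibition above the mean of compounds lying between control limits plus 3 SD, set per campaign, cut at about 8.5% in these data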;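 further: 0% = DMSO-only wells as the low control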
Active calls of the source: *. An unsorted share of the library; overall some 4.1% were active at least once.

CN1CCN(c2ccc(Cl)cc2NC(=O)/C=C/c2ccc(F)cc2)CC1 was read as ASAP1 GAP inh 17, Tn6 DDE FP 2, ARFGAP1 inh 25*, DDE Tn7 FP inh -4, PLCg1 inh -1, UHRF1 binding -2, PLCb3 inh -4, KLK7 zymogen act 0.2, MBD2 inh 1 and ADAM17 inh 3.
For Cc1cc(C)n2nc(SCC(=O)N3CCCC3)nc2n1 the results were ASAP1 GAP inh -7, Tn6 DDE FP 3, ARFGAP1 inh 3, DDE Tn7 FP inh -1, PLCg1 inh -1, UHRF1 binding -1, PLCb3 inh 1, KLK7 zymogen act -0.3, MBD2 inh -1 and ADAM17 inh -4.
For CCCN(CC(=O)Nc1cc(C)on1)CC(=O)Nc1ccc(F)c(F)c1F the results were ASAP1 GAP inh -1, Tn6 DDE FP 5, ARFGAP1 inh 0, DDE Tn7 FP inh -2, PLCg1 inh 5, UHRF1 binding 14, PLCb3 inh -1, KLK7 zymogen act 0.1, MBD2 inh 2 and ADAM17 inh 0.
`Cc1cc(Cl)ccc1NC(=O)c1ccc2c(c1)CCN2S(C)(=O)=O` gave ASAP1 GAP inh 2, Tn6 DDE FP -1, ARFGAP1 inh -6, DDE Tn7 FP inh 3, PLCg1 inh 3, UHRF1 binding 1, PLCb3 inh -1, KLK7 zymogen act 0.1, MBD2 inh -3 and ADAM17 inh -2.
For CCOc1ccc(S(=O)(=O)NCCCN2CCOCC2)cc1 the results were ASAP1 GAP inh -2, Tn6 DDE FP 5, ARFGAP1 inh -10, DDE Tn7 FP inh -3, PLCg1 inh -3, UHRF1 binding -2, PLCb3 inh 2, KLK7 zymogen act -0.1, MBD2 inh -1 and ADAM17 inh -1.
For CSCCC(NC(=O)c1ccccc1)C(=O)NCCCn1nc(C)cc1C (configuration not stated) the results were ASAP1 GAP inh 13, Tn6 DDE FP 6, ARFGAP1 inh 5, DDE Tn7 FP inh -2, PLCg1 inh 0, UHRF1 binding 0, PLCb3 inh 0, KLK7 zymogen act -0.3, MBD2 inh -5 and ADAM17 inh -4.
For Cn1ccnc1SCc1ccc(Cl)cc1Cl the results were ASAP1 GAP inh 6, Tn6 DDE FP -8, ARFGAP1 inh 4, DDE Tn7 FP inh -5, PLCg1 inh 2, UHRF1 binding 4, PLCb3 inh -6, KLK7 zymogen act -0.2, MBD2 inh 7 and ADAM17 inh -5.
O=C(NC1=NCCS1)c1ccc(Cl)c(S(=O)(=O)N2CCCC2)c1 was read as ASAP1 GAP inh -6, Tn6 DDE FP -9, ARFGAP1 inh -6, DDE Tn7 FP inh -2, PLCg1 inh 1, UHRF1 binding 2, PLCb3 inh 2, KLK7 zymogen act -0.4, MBD2 inh -1 and ADAM17 inh 1.
For Cc1nn(C)cc1/C=N/NC(=O)Cn1nccc1C the results were ASAP1 GAP inh -6, Tn6 DDE FP 3, ARFGAP1 inh -11, DDE Tn7 FP inh -4, PLCg1 inh -5, UHRF1 binding -4, PLCb3 inh -2, KLK7 zymogen act -0.5, MBD2 inh 2 and ADAM17 inh -2.
`CC(=O)N1c2ccc(S(=O)(=O)N3CCCC(C(=O)Nc4cccc(F)c4)C3)cc2CC1C` (configuration not stated) gave ASAP1 GAP inh 0, Tn6 DDE FP -4, ARFGAP1 inh 10, DDE Tn7 FP inh -5, PLCg1 inh 0, UHRF1 binding 2, PLCb3 inh 3, KLK7 zymogen act -0.4, MBD2 inh -2 and ADAM17 inh 5.
Cc1cc(-c2nc3ccccc3c(=O)o2)ccc1[N+](=O)[O-] was read as ASAP1 GAP inh 4, Tn6 DDE FP -6, ARFGAP1 inh -6, DDE Tn7 FP inh -3, PLCg1 inh 7, UHRF1 binding 6, PLCb3 inh 0, KLK7 zymogen act 0.2, MBD2 inh 2 and ADAM17 inh 7.
For CCCc1nc2c(nnn2Cc2ccccc2Cl)c(=O)[nH]1 the results were ASAP1 GAP inh -7, Tn6 DDE FP 1, ARFGAP1 inh 10, DDE Tn7 FP inh 6, PLCg1 inh -2, UHRF1 binding 0, PLCb3 inh 0, KLK7 zymogen act -0.2, MBD2 inh -2 and ADAM17 inh -6.

A draw from above in order of SMILES length, rising:
For Cc1cc(C)n2nc(SCC(=O)N3CCCC3)nc2n1 the results were ASAP1 GAP inh -7, Tn6 DDE FP 3, ARFGAP1 inh 3, DDE Tn7 FP inh -1, PLCg1 inh -1, UHRF1 binding -1, PLCb3 inh 1, KLK7 zymogen act -0.3, MBD2 inh -1 and ADAM17 inh -4.
Cc1cc(-c2nc3ccccc3c(=O)o2)ccc1[N+](=O)[O-] was read as ASAP1 GAP inh 4, Tn6 DDE FP -6, ARFGAP1 inh -6, DDE Tn7 FP inh -3, PLCg1 inh 7, UHRF1 binding 6, PLCb3 inh 0, KLK7 zymogen act 0.2, MBD2 inh 2 and ADAM17 inh 7.
`CC(=O)N1c2ccc(S(=O)(=O)N3CCCC(C(=O)Nc4cccc(F)c4)C3)cc2CC1C` (configuration not stated) gave ASAP1 GAP inh 0, Tn6 DDE FP -4, ARFGAP1 inh 10, DDE Tn7 FP inh -5, PLCg1 inh 0, UHRF1 binding 2, PLCb3 inh 3, KLK7 zymogen act -0.4, MBD2 inh -2 and ADAM17 inh 5.

Following part
CCOC(=O)c1c(C2COc3ccccc3O2)csc1NC(=O)c1ccco1 (configuration not stated) was read as ASAP1 GAP inh 8, Tn6 DDE FP -4, ARFGAP1 inh -13, DDE Tn7 FP inh 0, PLCg1 inh 0, UHRF1 binding -2, PLCb3 inh 0, KLK7 zymogen act 0.0, MBD2 inh -5 and ADAM17 inh -5.
For COc1ccc(-c2ccccc2)cc1NC(=O)[C@@H]1O[C@H](CO)[C@@H](O)[C@H]1O the results were ASAP1 GAP inh -2, Tn6 DDE FP 1, ARFGAP1 inh -8, DDE Tn7 FP inh 6, PLCg1 inh -3, UHRF1 binding -2, PLCb3 inh 1, KLK7 zymogen act -0.8, MBD2 inh -2 and ADAM17 inh -1.
Screening COc1ccccc1NC(=O)Cn1c(O)c(N=NC(=O)c2ccccc2O)c2ccccc21 returned ASAP1 GAP inh -9, Tn6 DDE FP 6, ARFGAP1 inh -4, DDE Tn7 FP inh 6, PLCg1 inh 0, UHRF1 binding -3, PLCb3 inh -2, KLK7 zymogen act -0.4, MBD2 inh -4 and ADAM17 inh -2.
`COCCNc1ccc(S(=O)(=O)N2CCCC2)cn1` gave ASAP1 GAP inh 0, Tn6 DDE FP 1, ARFGAP1 inh 0, DDE Tn7 FP inh -1, PLCg1 inh 1, UHRF1 binding 5, PLCb3 inh 2, KLK7 zymogen act -0.9, MBD2 inh 1 and ADAM17 inh 2.
COc1ccc(S(=O)(=O)c2ccc(OC)c(OC)c2)cc1OC was read as ASAP1 GAP inh 3, Tn6 DDE FP -6, ARFGAP1 inh 10, DDE Tn7 FP inh 5, PLCg1 inh 0, UHRF1 binding 10, PLCb3 inh -3, KLK7 zymogen act 0.8, MBD2 inh 7 and ADAM17 inh -3.
COc1cc(C(=O)NCC(=O)n2nc(C)cc2C)cc(OC)c1OC was read as ASAP1 GAP inh 8, Tn6 DDE FP 8, ARFGAP1 inh -8, DDE Tn7 FP inh -5, PLCg1 inh -2, UHRF1 binding 0, PLCb3 inh 2, KLK7 zymogen act 0.0, MBD2 inh -5 and ADAM17 inh -5.
`Nn1c(SCC(=O)Nc2ccc(F)cc2F)nnc1-c1cccnc1` gave ASAP1 GAP inh -3, Tn6 DDE FP 2, ARFGAP1 inh 1, DDE Tn7 FP inh -5, PLCg1 inh 1, UHRF1 binding 5, PLCb3 inh 4, KLK7 zymogen act 0.5, MBD2 inh 1 and ADAM17 inh -2.
`CCOc1ccccc1OCCOCCOc1ccccc1[N+](=O)[O-]` gave ASAP1 GAP inh 11, Tn6 DDE FP 1, ARFGAP1 inh 1, DDE Tn7 FP inh 1, PLCg1 inh -3, UHRF1 binding 2, PLCb3 inh 1, KLK7 zymogen act -0.3, MBD2 inh 5 and ADAM17 inh -6.
For CCOC(=O)C(C)Sc1nc(=O)n2ccccc2n1 (configuration not stated) the results were ASAP1 GAP inh -7, Tn6 DDE FP 0, ARFGAP1 inh -4, DDE Tn7 FP inh -1, PLCg1 inh 2, UHRF1 binding -1, PLCb3 inh 0, KLK7 zymogen act 0.0, MBD2 inh 0 and ADAM17 inh -6.
Screening Cn1ncc(N=Cc2ccccc2)c1C(N)=O returned ASAP1 GAP inh 0, Tn6 DDE FP -5, ARFGAP1 inh 12, DDE Tn7 FP inh -6, PLCg1 inh -2, UHRF1 binding 15, PLCb3 inh -2, KLK7 zymogen act 0.1, MBD2 inh 0 and ADAM17 inh -5.
O=C(CCNS(=O)(=O)c1ccccc1)NCCCSc1ccccc1 was read as ASAP1 GAP inh 10, Tn6 DDE FP -2, ARFGAP1 inh 14, DDE Tn7 FP inh 5, PLCg1 inh 7, UHRF1 binding 3, PLCb3 inh -9, KLK7 zymogen act 0.0, MBD2 inh 11 and ADAM17 inh -3.
For Cc1ccc(C)c(NC(=O)N2CCc3ccccc3C2)c1 the results were ASAP1 GAP inh 9, Tn6 DDE FP 6, ARFGAP1 inh -4, DDE Tn7 FP inh 5, PLCg1 inh 2, UHRF1 binding 0, PLCb3 inh -4, KLK7 zymogen act -0.6, MBD2 inh 0 and ADAM17 inh -4.
Screening CCOCCCNCc1ccc(OC)cc1 returned ASAP1 GAP inh -3, Tn6 DDE FP 3, ARFGAP1 inh -12, DDE Tn7 FP inh 1, PLCg1 inh 2, UHRF1 binding 2, PLCb3 inh 2, KLK7 zymogen act 0.1, MBD2 inh 1 and ADAM17 inh -5.
COc1ccc(C=NCCCN2CCOCC2)cc1 was read as ASAP1 GAP inh 8, Tn6 DDE FP 2, ARFGAP1 inh -1, DDE Tn7 FP inh -4, PLCg1 inh -5, UHRF1 binding 0, PLCb3 inh -5, KLK7 zymogen act -0.6, MBD2 inh 4 and ADAM17 inh -7.
COc1nc2ccccc2nc1N1CCN(c2ccc(F)cc2)CC1 was read as ASAP1 GAP inh -1, Tn6 DDE FP 7, ARFGAP1 inh 0, DDE Tn7 FP inh -1, PLCg1 inh -3, UHRF1 binding 13, PLCb3 inh -7, KLK7 zymogen act 0.3, MBD2 inh 0 and ADAM17 inh 1.
COc1ccc(C(=O)OCC(=O)c2ccc3c(c2)NC(=O)CO3)cc1OC was read as ASAP1 GAP inh 1, Tn6 DDE FP 0, ARFGAP1 inh 9, DDE Tn7 FP inh -4, PLCg1 inh 0, UHRF1 binding 58*, PLCb3 inh 1, KLK7 zymogen act 0.4, MBD2 inh -3 and ADAM17 inh 1.
`CC1(C(=O)Nc2ccc3c(c2)OCCO3)CN(S(C)(=O)=O)CC(=O)N1CCc1ccccc1F` (configuration not stated) gave ASAP1 GAP inh -8, Tn6 DDE FP 0, ARFGAP1 inh -3, DDE Tn7 FP inh 7, PLCg1 inh 3, UHRF1 binding 1, PLCb3 inh 0, KLK7 zymogen act 0.8, MBD2 inh -1 and ADAM17 inh -5.
Screening COC(=O)CSc1nc2cc(OC)ccc2n1C returned ASAP1 GAP inh 4, Tn6 DDE FP 0, ARFGAP1 inh -5, DDE Tn7 FP inh -5, PLCg1 inh 1, UHRF1 binding 0, PLCb3 inh -2, KLK7 zymogen act -0.1, MBD2 inh 1 and ADAM17 inh -2.
